Phagocytosis inh – macrophage phagocytosis inhibition; J774A.1 macrophage IgG-bead phagocytosis, imaging; inhibition, % at 5 µM; actives 0.07% (n = 110,000); AID 1029;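 active = inhibition above the mean of the plate negative controls plus 5 SD, cut at about 13% in these data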;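 note: phagocytic index as fraction of beads internalized from green versus red external bead signal; plate controls were DMSO negative control for no effect and cytochalasin-D positive control for full effect; some results beyond the cut were filed as inactive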
PTEN del growth – PTEN-deleted cell growth suppression. HCT116 PTEN-null viability, CellTiter-Glo, 60 h; active compounds read low. viability, % at 10 µM. actives 1.2% (n = 140,000). AID 827;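 active = viability at or below a set limit, 4 SD under the median of all tested compounds, cut at about 3.7% in these data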;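 note: PTEN knockout HCT116 line with beta catenin targeted HCT116 as companion control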
HCT116 bCat-KO – beta-catenin-lacking colon tumor cell growth suppression; viability, % at 10 µM; actives 1.5% (n = 140,000); HCT116 beta-catenin knockout viability, CellTiter-Glo, 60 h; active compounds read low; AID 818;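 active = viability at or under a set limit, the compound median less 4 SD, cut at about 6% in these data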;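 note: 0% = Hyamine 1622 control at 20 µM and 100% = untreated cell control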
GALR2 blocker – GALR2 (human) receptor antagonism. AID 828. O43603. inhibition, % at 4 µM. GALR2-expressing cells, antagonist mode. actives 0.39% (n = 140,000); in the data active = inhibition above about 27%;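 note: cells stimulated with galanin 1-16 at roughly its EC80; 0% = agonist challenge control and 100% = basal control without agonist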
Target sequence (O43603 whole entry, looked up): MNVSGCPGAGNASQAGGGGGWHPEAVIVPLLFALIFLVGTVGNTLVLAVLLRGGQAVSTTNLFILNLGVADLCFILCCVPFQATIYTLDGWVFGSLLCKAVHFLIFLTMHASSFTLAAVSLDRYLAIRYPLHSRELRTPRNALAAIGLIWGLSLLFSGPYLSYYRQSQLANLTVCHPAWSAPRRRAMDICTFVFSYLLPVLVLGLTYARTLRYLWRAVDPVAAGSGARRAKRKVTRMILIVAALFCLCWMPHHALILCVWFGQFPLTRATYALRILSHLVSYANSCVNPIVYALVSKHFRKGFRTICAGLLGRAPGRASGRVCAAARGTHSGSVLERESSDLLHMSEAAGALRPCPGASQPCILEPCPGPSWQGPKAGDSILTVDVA
NPY Y2 blocker – blocks the human neuropeptide Y Y2 receptor; inhibition, % at 2.7 µM; AID 793; P49146; NPY-Y2 expressing cells, antagonist mode; actives 0.99% (n = 140,000); in the data active = inhibition above about 17%;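 note: 0% = vehicle with agonist challenge and 100% = reference antagonist with challenge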
Target sequence (P49146 whole entry, looked up): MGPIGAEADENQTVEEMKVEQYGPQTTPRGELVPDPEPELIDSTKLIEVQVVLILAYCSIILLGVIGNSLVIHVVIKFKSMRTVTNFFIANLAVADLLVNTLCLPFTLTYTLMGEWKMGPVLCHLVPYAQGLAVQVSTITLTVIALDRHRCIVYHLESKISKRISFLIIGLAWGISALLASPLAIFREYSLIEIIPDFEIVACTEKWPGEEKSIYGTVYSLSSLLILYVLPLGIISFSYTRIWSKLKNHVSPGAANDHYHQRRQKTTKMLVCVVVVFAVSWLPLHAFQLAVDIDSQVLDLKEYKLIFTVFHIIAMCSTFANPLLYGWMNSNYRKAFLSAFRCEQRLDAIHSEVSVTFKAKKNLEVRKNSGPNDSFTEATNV
Measles CPE – protection of cells from measles virus. Measles virus-infected cells, CPE protection, absorbance. protection (pct of control), % at 4 µM. actives 1.5% (n = 140,000). AID 841; in the data active = protection mostly above about 24%, no sharp cut-off; inactive = mostly below about 26%; note: some compounds called inactive have numbers as strong as hits
MRP-1 activ – activators of MRP-1; H69AR cells + doxorubicin, viability rescue, CellTiter-Glo; AID 799; viability increase, % at 10 µM; actives 0.61% (n = 140,000);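 active = viability gain under doxorubicin at or above a set limit, the compound median plus 3 SD, cut at about 4.7% in these data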;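 note: MRP-1 overexpressing cells given doxorubicin 25 µM after compound pretreatment; 18-22 h compound pretreatment then 72 h with doxorubicin before readout; 0% = doxorubicin-only wells and 100% = vehicle-treated cells without doxorubicin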
E-sel TNF inh – blocks E-selectin expression induced by TNF alpha; inhibition, % at 2 µM; actives 0.71% (n = 120,000); HUVEC TNFa-induced E-selectin immunofluorescence, high content;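 active = inhibition above the batch mean plus 3 SD, and confirmed as a hit on visual image review, cut at about 43% in these data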;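 note: 0% = TNF-stimulated DMSO wells and 100% = unstimulated control wells; not every result past the cut was called active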
Yeast life ext – extends the lifespan of yeast; AID 775; inhibition of the nicotinamide effect, % at 10 µM; actives 0.68% (n = 130,000); S. cerevisiae growth with nicotinamide, OD615; deaD strain in restrictive glucose medium;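 active = inhibition above a set limit, placed 3 SD over the median of all compounds, cut at about 26% in these data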;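 note: 0% = nicotinamide-treated wells and 100% = cells grown without nicotinamide; some compounds called inactive have numbers as strong as hits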
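assay system = DeaD-strain S. cerevisiae | measured by = absorbance at 615 nm | probe or stimulus = nicotinamide 1.5 mM | buffer or medium = CSMM-D glucose medium, restrictive | times = 48 h at 30 °C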
Yeast growth inh – reduces growth of yeast BB579 in restrictive medium; S. cerevisiae BB579 growth, OD615, 48 h; inhibition, % at 10 µM; AID 804; actives 0.51% (n = 140,000);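 active = inhibition above a set limit, 3 SD over the mean compound inhibition, cut at about 44% in these data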; note: inactives centre near -24
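Assay system: S. cerevisiae DeaD strain BB579 yeast. Medium: CSMM-D restrictive synthetic medium containing dextrose (glucose). Times: 4 h cell preincubation, 48 h compound exposure, 30 °C humidified. Signal: OD615 turbidity measurement. Benchmarks: positive control amphotericin B 10 µg/mL.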
The depositor's hits bear a star; · = not tested or not shown.

SMILES	Phagocytosis inh	PTEN del growth	HCT116 bCat-KO	GALR2 blocker	NPY Y2 blocker	Measles CPE	MRP-1 activ	E-sel TNF inh	Yeast life ext	Yeast growth inh
Cc1ccc(/C(C#N)=C\c2cn(C)c3ccccc23)cc1	0	83	77	14	0	13	-1.7	-11	-4	-60
C[C@]12CCC(=O)C=C1[C@H](O)C[C@@H]1[C@@H]2[C@@H](O)C[C@@]2(C)[C@H]1CC[C@]2(O)C(=O)CO	·	95	94	-6	0	49	2.1	·	6	-29
COc1ccc(Nc2nc(=O)[nH]nc2C)cc1	0	103	94	6	2	16	0.8	-2	4	-46
CCOC(=O)Nc1ccc(C(=O)NCC2CCCO2)cc1 (centres undefined)	·	12	13	-2	-2	11	-2.6	14	-25	-33
O=C(NCCC(c1ccccc1)c1ccccc1)c1ccc(Br)o1	0	63	63	-1	14	2	-2.3	5	-4	-32
CC(=O)/C(=N\Nc1ccccc1)Sc1nncn1C	-2	101	96	14	2	22	-2.8	·	0	-34
O=c1nc2s/c(=C\c3ccco3)c(=O)n2nc1Cc1ccccc1	2	97	96	-1	2	5	-0.3	10	27*	-44
COc1ccc(CNC(=O)c2nnn(Cc3ccc(OC)cc3)c2N)cc1	·	86	82	10	2	6	-3.4	·	0	-21
CCOc1ccc(N(CC(=O)N/N=C/c2cc([N+](=O)[O-])ccc2Cl)S(C)(=O)=O)cc1	1	63	82	13	1	0	-0.4	10	-14	3
O=[N+]([O-])/C(=C\Nc1ccccc1)S(=O)(=O)c1ccccc1	-1	98	106	2	-1	4	-1.2	-5	30	-49
COc1ccccc1-n1c(SCC(=O)Nc2ccc3c(c2)OCO3)nc2c(c1=O)SCC2	1	95	96	8	5	15	0.5	6	-11	-53
CCOC(=O)C1C(=O)OC(C)(C)C1C(C)C(=O)c1ccc(OC)cc1 (centres undefined)	-2	96	93	8	1	23	-0.2	-8	-2	-11
Oc1ccccc1CN(Cc1ccco1)CC(O)COCc1ccc(Cl)cc1 (centres undefined)	0	52	58	-5	7	12	-4.3	-4	9	-17
COc1cccc(Nc2ccc(C(=O)O)cc2[N+](=O)[O-])c1	·	96	86	-6	3	·	-0.3	·	-4	13
CC(/C=N/NC(=O)c1cc(-c2ccc3ccccc3c2)n[nH]1)=C\c1ccco1	-12	23	27	17	4	10	-1.6	·	-2	-52
CCN(CC)S(=O)(=O)c1cccc(-c2nnc(SCCCC(=O)c3ccccc3)o2)c1	0	74	69	-6	9	22	-2.9	·	3	-30
COc1ccccc1NS(=O)(=O)c1ccc(NC(=O)c2nc3nc(C)cc(C(F)F)n3n2)cc1	-3	93	82	-3	1	5	-1.4	9	-1	-6
O=c1cc(N2CCC3(CC2)OCCO3)[nH]c(=O)n1-c1ccc(Cl)cc1	-2	91	95	-2	-2	12	-3.1	34	-3	-5
Cc1ccc(NC(=O)CSc2nnc(-c3n[nH]c4ccccc34)n2-c2ccccc2)c(C)c1	-4	53	62	-2	-1	13	-5.2	·	-3	-7
O=[N+]([O-])c1ccccc1OCCCCN1CCCCC1	·	95	95	-7	4	13	-2.9	-61	0	-22

Reformatted as labelled records: 2 of the compounds above.
O=[N+]([O-])/C(=C\Nc1ccccc1)S(=O)(=O)c1ccccc1
  Phagocytosis inh = -1; PTEN del growth = 98; HCT116 bCat-KO = 106; GALR2 blocker = 2; NPY Y2 blocker = -1; Measles CPE = 4; MRP-1 activ = -1.2; E-sel TNF inh = -5; Yeast life ext = 30; Yeast growth inh = -49

COc1ccccc1-n1c(SCC(=O)Nc2ccc3c(c2)OCO3)nc2c(c1=O)SCC2
  Phagocytosis inh = 1; PTEN del growth = 95; HCT116 bCat-KO = 96; GALR2 blocker = 8; NPY Y2 blocker = 5; Measles CPE = 15; MRP-1 activ = 0.5; E-sel TNF inh = 6; Yeast life ext = -11; Yeast growth inh = -53

Next section:
SMILES	Phagocytosis inh	PTEN del growth	HCT116 bCat-KO	GALR2 blocker	NPY Y2 blocker	Measles CPE	MRP-1 activ	E-sel TNF inh	Yeast life ext	Yeast growth inh
O=C(Nc1ncnc2c1ncn2C1OC(COC(=O)c2ccccc2)C(F)C1O)c1ccccc1 (centres undefined)	-2	99	91	1	0	13	-0.8	-5	-9	-57
Cc1cc(NC(=O)COc2ccc3oc4ccccc4c3c2)no1	-1	96	93	-16	2	19	-2.6	·	-10	-24
O=C1/C(=C/c2ccccc2)CSc2sccc21	0	100	96	-8	5	20	0.6	0	-4	-22
CCOCCCn1c(SCC(=O)NC(C)C)nc2ccccc2c1=O	·	94	92	-5	1	·	-0.7	-36	-6	-20
COC(=O)c1ccccc1NC(=O)CN(C1CCCCC1)S(C)(=O)=O	-1	91	94	-9	3	5	-3.0	-18	-14	-40
COC(=O)CNC(=O)CNC(=O)Nc1ccccc1	1	101	102	14	0	2	0.6	-27	-4	-8
O=C(CSc1nc2nc3c(cc2c(=O)n1-c1ccccc1)CCCC3)Nc1cccc2ccccc12	·	83	91	4	2	5	1.2	·	-1	-30
CSc1ccccc1C(=O)Nc1ccc(C)c(C)c1	-3	70	70	5	3	6	-3.6	-2	-26	-21
c1ccc2c(c1)oc1c(N3CCN(Cc4ccc5c(c4)OCO5)CC3)ncnc12	2	30	31	8	10	15	-0.9	-10	-13	-36
CCCCNC(=S)NNC(=O)c1ccco1	·	91	103	7	1	13	-2.3	-26	·	-8
COc1ccc(N2CCN(CCCNC(=O)CCCn3c(=O)[nH]c4ccsc4c3=O)CC2)cc1	·	108	97	14	1	5	-1.7	-18	-26	10
Cc1cc(C(=O)CN2C(=O)NC(Cc3c[nH]c4ccccc34)C2=O)c(C)n1C (centres undefined)	0	85	85	-6	-1	18	-1.6	-16	-11	-22
O=C(CN1CCN(Cc2ccccc2F)C1=O)NCCc1ccc(Cl)cc1	0	95	87	-4	3	3	0.8	·	-8	-54
CNC(=O)[C@@]1(C)C=C[C@@H](Cc2ccccc2)N1C(=O)OC	·	88	92	6	1	2	-1.8	·	-1	-20
Cc1ccc2nc(CSc3nnc(-c4ccco4)o3)cc(=O)n2c1	·	102	108	-6	4	3	-1.6	-10	-14	-72
CCOC(=O)c1c(C)[nH]c(C)c1C(=O)COc1ccc(NC(=O)c2ccco2)cc1	-1	93	89	6	-1	5	-3.9	6	-13	-21
CCSc1nnc(C)c(=O)n1COC(=O)c1ccc(S(=O)(=O)N2CCCC2)cc1	2	99	90	-8	0	2	0.8	5	-5	-11
CCOc1ccc(N2C(=O)CCC2=O)cc1	0	107	101	1	1	14	0.4	-19	-4	-47
CCC(C)C(NC(=O)c1ccccc1NC(=O)c1ccccc1)C(=O)N1CCOCC1 (centres undefined)	-5	87	80	-2	6	17	-1.9	-1	0	-23
N#CN=C(N)c1ccccc1	·	97	97	-4	1	18	-0.4	·	-6	-24
CC1CCN(C(=O)CSc2nnc(-c3ccco3)o2)CC1	0	110	100	-15	2	12	-1.5	·	-8	-29
Cc1cc(C)c(C#N)c(SCC(=O)N2CCN(Cc3ccccc3)CC2)n1	-3	82	91	5	3	8	-2.0	·	-8	-11
CCCn1c(=S)[nH]c2cc(C(=O)N3CCc4ccccc43)ccc2c1=O	1	53	63	10	3	12	-4.8	14	-5	-11
CO/N=C/NC(=O)NOCc1ncc(C(F)(F)F)cc1Cl	-1	85	79	-11	2	13	-2.0	24	-6	4
O=C(/C=C/c1ccc(Cl)cc1)NCCN1CCOCC1	·	92	102	0	8	20	-1.5	9	-16	-41
Clc1ccc(CN(Cc2ccccc2)C(c2cccs2)c2nnnn2C2CCCC2)cc1 (centres undefined)	10	48	23	-8	7	4	-2.0	·	-16	2
O=[N+]([O-])c1ccc(-c2ccc(/C=N/c3c(-c4ccco4)nc4ccccn34)o2)cc1	-3	83	85	-4	0	4	-0.7	46	-2	-46
COc1ccc(N=Nc2nc3cc(Br)c(Br)cc3n2C)c(OC)c1	-6	64	71	14	3	18	-0.9	·	-3	-15
O=C1c2ccccc2C(=O)N1CCCCSc1nnc(-c2ccc(OC(F)F)cc2)o1	-2	97	93	0	4	10	-0.8	16	-8	-55
O=C(Nc1ccc([N+](=O)[O-])cn1)C1CC2CCC1C2 (centres undefined)	-1	80	71	12	2	2	-0.7	2	5	-18
COc1ccc(-n2c(C)cc(C(=O)COc3ccc(-n4cnnn4)cc3)c2C)cc1	·	82	66	2	5	5	1.3	·	-19	-38
Nc1ccc2oc(-c3ccccc3Cl)nc2c1	-8	82	87	-20	0	13	-1.1	41	-8	-11
Cc1ccc(S(=O)(=O)NNC(=S)Nc2ccccc2)cc1	1	93	98	-3	3	12	-0.7	4	0	1
Cc1ccc(C)c(OCc2nnc(NC(=O)c3ccco3)s2)c1	-1	99	93	-7	0	4	-1.4	-20	-14	-53
CCOC(=O)C(C)Oc1ccc2c(CC)cc(=O)oc2c1C (centres undefined)	-2	95	95	-9	5	6	1.3	9	-30	-10
CCCCCCOC(=O)Cc1c(C)nc(-c2ccccc2)[nH]c1=O	·	90	81	2	2	1	-4.2	-23	-2	-14
N#C/C(=C\c1c(N2CCC(C(N)=O)CC2)nc2ccccn2c1=O)C(=O)NCc1ccco1	-3	87	91	2	1	7	-2.2	-3	4	-23
Cc1ccc(/C=N/NC(=O)c2ccccc2OCc2ccc(F)cc2)o1	1	63	60	11	15	22	-1.6	4	5	-2
CCCn1c(SCC(=O)NC(C)C23CC4CC(CC(C4)C2)C3)n[nH]c1=O (centres undefined)	·	86	93	-5	1	3	-1.7	11	-8	-19
Cc1nnc(N2C(=O)C(O)=C(C(=O)c3ccco3)C2c2ccc(C(C)C)cc2)s1 (centres undefined)	0	93	97	1	2	8	-1.3	-10	-1	-20
COc1cc2[nH]c3c(N4CCC(C(N)=O)CC4)ncnc3c2cc1OC	-1	116	105	-4	3	2	0.2	·	-7	-82
Cc1oc2c(c1C(=O)Nc1cccc3ccccc13)CCCC2	2	79	85	-4	8	19	0.9	-3	-12	-18
Cc1nc2c(c3c1[nH]c1ccccc13)C(=O)CC(C)(C)C2	-4	65	62	0	8	12	-1.7	-44	-16	-25
COC(=O)c1cccc(S(=O)(=O)N(Cc2ccco2)Cc2cc3cc(OC)ccc3[nH]c2=O)c1	0	70	78	-1	1	7	-1.2	25	1	-68
CCN(CCC(=O)O)c1ccccc1	-3	90	96	-2	3	4	-0.5	-19	-6	-46
CCCCCCCCC[n+]1cccc2c3ccccc3ccc21	-2	1.2*	1.2*	2	19*	29*	-6.1	-14	-20	31
O=S1(=O)CCC(NC(=S)NC2CCS(=O)(=O)C2)C1 (centres undefined)	·	86	79	2	2	10	-1.3	19	-7	-4
COc1ccc(-n2c(=S)[nH]c3ccccc32)cc1	-2	35	85	1	-2	34	-2.6	-19	-16	0
N#C/C(C(=O)N1CCOCC1)=C1/SC(Cc2ccccc2)C(=O)N1c1ccccc1 (centres undefined)	-1	94	82	1	-1	2	3.2	·	-4	-6
CC(C)c1nnc(NC(=O)C2CCCN2S(=O)(=O)c2ccc(Cl)cc2)s1 (centres undefined)	0	100	101	10	0	4	-1.0	-15	-10	-50
COC(=O)c1ccccc1NS(=O)(=O)c1ccc(O)c(C(=O)O)c1	-1	85	91	-4	1	6	-2.0	-18	0	-4
